Assay outcomes deposited in PubChem by National Center for Advancing Translational Sciences (NCATS).
aSyn yeast inh – inhibitors of alpha-synuclein toxicity in yeast. Yeast expressing alpha-synuclein, growth rescue, BacTiter-Glo, 24 h. AID 652106. actives 0.14% (n = 370,000). Potency, µM (titrated, usually from 46.1 µM), for inactives: top-dose growth rescue (activation), usual class: activators; active = well fitted activation curve with a large enough effect; inconclusive = small, poorly fitted or top-dose-only effect; inactive = no such curve, though single readings can be large or run the other way; also: % of control where 0% means no effect; nearly all actives have a fitted effect of over 65% in size
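Rescue of yeast growth: cells expressing toxic alpha-synuclein, induced in galactose at OD600 0.02, incubated with compound 24 h at 30 C. ATP luminescence quantified growth; inhibitors of toxicity appear as activators.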
* = called active by the depositor; ? = inconclusive; & = joins results of further samples; [ ] = dose if it differs, or a comment. Potency is read from the fitted curve at half-maximal effect. These rows are one share of the data (hit frequency here may not be typical).

SMILES	aSyn yeast inh
CC(C)C[C@H](NC(=O)[C@H](O)[C@H](N)Cc1ccccc1)C(=O)O	4%
CC(C)C(=O)Nc1nc2c(ncn2[C@H]2CC(O)[C@@H](CO)O2)c(=O)[nH]1 (stereo partly drawn)	?
CC(C)CCOc1ccc(CC(=O)NO)cc1	?
CCOc1nc(C#N)nc(N(c2ccccc2)c2ccccc2)n1	24%
CN(C)c1ccc(CC2CCc3ccccc32)cc1 (stereo not drawn)	1%
S=c1[nH]c(=S)c2[nH]cnc2[nH]1	-1%
COc1ccc(N2CCN(C(c3ccccc3)c3nnnn3C(C)C)CC2)cc1 (stereo not drawn)	-5%
CC(C)(C)c1ccc(NC(=O)COC(=O)c2ccccc2OCC(=O)Nc2ccc(Br)cc2)cc1	-4%
COc1ccc(C(=O)NC(c2ccc(OC)c(OC)c2)c2cc(Cl)c3cccnc3c2O)cc1 (stereo not drawn)	?
CCOC(=O)c1cc(C#N)c(SC(C(=O)N2CCCCC2)c2ccccc2)nc1C (stereo not drawn)	12%
O=C(O)c1ccc(NC(=O)c2cc3c([nH]c2=O)CCCC3=O)cc1	11%
CCc1ccc(NC(=O)COC(=O)c2ccccc2OCC(=O)N(C)C)cc1	-1%
CC1CCCCN1C(=O)COC(=O)c1ccc(S(C)(=O)=O)c([N+](=O)[O-])c1 (stereo not drawn)	-10%
CN(C)c1ccc(Cn2ccc3ccccc32)cc1	?
O=S(=O)(c1cccs1)N1CCN(c2nc(-c3cccs3)nc3ccccc23)CC1	1%
O=C1CC(c2ccco2)CC2=C1C(c1ccc(O)cc1)n1nc(C(F)(F)F)nc1N2 (stereo not drawn)	-1%
N#CN=c1snc(-c2ccccc2)n1-c1ccc(Br)cc1	-9%
CN(C)c1ccc(/C=C/c2ccnc3ccccc23)cc1O	-10%
C=C1C=C(C(F)F)n2ncc(C(=O)N3CCN(c4ccccn4)CC3)c2N1	-5%
NCC(O)C1CCCCCCC1 (stereo not drawn)	2%
CCOc1ccccc1N1C(=O)c2ccccc2N/C1=C\N1CCN(C(=O)c2ccco2)CC1	?
C=C1C=C(C(F)F)n2ncc(C(=O)NCCc3ccccc3OC)c2N1	1%
Cn1c2c(c3cnc4cc(Cl)ccc4c31)CN(Cc1ccc(Cl)cc1)CC2	8%
CC(=O)Nc1nc(-c2ccccc2)c(-c2ccccc2)s1	-1%
Oc1ccc(Cl)cc1C1C=C(c2ccc3c(c2)OCO3)NC(c2cc(Br)ccc2F)N1 (stereo not drawn)	-24%

(next part)
SMILES	aSyn yeast inh
O=C(COc1ccccc1C(=O)Nc1ccccc1)Nc1ccccc1Br	-2%
COc1ccc(Nc2c(-c3ccc(C)o3)nc3ccccn23)cc1	-10%
CC(C)(C)C(=O)OCCNc1nc(-c2cccs2)nc2ccccc12	-12%
O=c1[nH]/c(=C\c2ccc([N+](=O)[O-])cc2)c(=O)[nH]/c1=C\c1ccc([N+](=O)[O-])cc1	1%
CCCN1CNc2c(c(=O)[nH]c(=S)n2CCC)C1	-2%
O=S(=O)(c1ccc2c(c1)CCC2)N1CCN(c2nc(-c3ccccc3)nc3ccccc23)CC1	-6%
Cn1c(SCC(=O)NCc2ccco2)nnc1-c1ccc(NC(=O)c2ccccc2)cc1	0%
Cc1cccc2cc(CN(Cc3ccccc3)Cc3nnnn3Cc3ccccc3)c(=O)[nH]c12	6%
CC(C)(C)NCC(O)c1ccc(O)c(CO)c1 (stereo not drawn)	-4%&2%
CN(C)C(=O)COC(=O)c1ccccc1OCC(=O)Nc1ccc(Br)cc1	10%
C[N+]1(CC(=O)c2c3ccccc3cc3ccccc23)CCOCC1	3%
COc1cc(/C=C/c2ccc3ccccc3[n+]2C)cc(OC)c1OC	-9%
O=c1c2c(-c3ccccc3)csc2ncn1/N=C/c1cn(-c2ccccc2)nc1-c1cccs1	-3%
Cc1cccc2c(/C=C/c3ccc(N(C)C)cc3)ccnc12	-3%
Cc1ccccc1NC(=O)c1ccccc1OCC(=O)Nc1ccc(Br)cc1	-7%
COc1ccc2[nH]c(C)c(C(=O)CNc3nccs3)c2c1	1%
Cc1ccc(S(=O)(=O)N(C)CCN(C)c2nc(-c3cccs3)nc3ccccc23)cc1	-14%
O=C(c1cccc(Cl)c1Cl)N(Cc1ccco1)Cc1cccs1	?
Cc1ccc(NC(=O)COC(=O)c2ccccc2OCC(=O)Nc2ccc(Br)cc2)c(Br)c1	-2%
COc1ccc(C2Nc3ccc(NC(C)=O)cc3C(=O)N2Cc2cccc(Cl)c2)cc1COc1ccc(NC(C)=O)cc1 (stereo not drawn)	?
O=S(=O)(c1ccc(F)cc1)N1CCN(c2nc(-c3cccc(Br)c3)nc3ccccc23)CC1	15%
O=[N+]([O-])c1ccc(/C=C/c2ccnc3ccccc23)c([N+](=O)[O-])c1	5%
Cc1cnc2c(C)ccc(C)c2c1/C=C/c1ccc(N(C)C)cc1	-3%
O=[N+]([O-])c1ccccc1/C=C1\C=Cc2ccccc21	-29%
O=S(=O)(c1ccc(Cl)cc1)N1CCN(c2nc(-c3ccccc3)nc3ccccc23)CC1	-1%

An excerpt of the results above:
SMILES	aSyn yeast inh
CC(C)(C)C(=O)OCCNc1nc(-c2cccs2)nc2ccccc12	-12%
O=c1[nH]/c(=C\c2ccc([N+](=O)[O-])cc2)c(=O)[nH]/c1=C\c1ccc([N+](=O)[O-])cc1	1%
CCCN1CNc2c(c(=O)[nH]c(=S)n2CCC)C1	-2%
O=S(=O)(c1ccc2c(c1)CCC2)N1CCN(c2nc(-c3ccccc3)nc3ccccc23)CC1	-6%
Cn1c(SCC(=O)NCc2ccco2)nnc1-c1ccc(NC(=O)c2ccccc2)cc1	0%
Cc1cccc2cc(CN(Cc3ccccc3)Cc3nnnn3Cc3ccccc3)c(=O)[nH]c12	6%
CC(C)(C)NCC(O)c1ccc(O)c(CO)c1 (stereo not drawn)	-4%&2%
CN(C)C(=O)COC(=O)c1ccccc1OCC(=O)Nc1ccc(Br)cc1	10%
C[N+]1(CC(=O)c2c3ccccc3cc3ccccc23)CCOCC1	3%
COc1cc(/C=C/c2ccc3ccccc3[n+]2C)cc(OC)c1OC	-9%
O=c1c2c(-c3ccccc3)csc2ncn1/N=C/c1cn(-c2ccccc2)nc1-c1cccs1	-3%
Cc1cccc2c(/C=C/c3ccc(N(C)C)cc3)ccnc12	-3%
Cc1ccccc1NC(=O)c1ccccc1OCC(=O)Nc1ccc(Br)cc1	-7%
COc1ccc2[nH]c(C)c(C(=O)CNc3nccs3)c2c1	1%
Cc1ccc(S(=O)(=O)N(C)CCN(C)c2nc(-c3cccs3)nc3ccccc23)cc1	-14%
O=C(c1cccc(Cl)c1Cl)N(Cc1ccco1)Cc1cccs1	?
Cc1ccc(NC(=O)COC(=O)c2ccccc2OCC(=O)Nc2ccc(Br)cc2)c(Br)c1	-2%
COc1ccc(C2Nc3ccc(NC(C)=O)cc3C(=O)N2Cc2cccc(Cl)c2)cc1COc1ccc(NC(C)=O)cc1 (stereo not drawn)	?
O=S(=O)(c1ccc(F)cc1)N1CCN(c2nc(-c3cccc(Br)c3)nc3ccccc23)CC1	15%
O=[N+]([O-])c1ccc(/C=C/c2ccnc3ccccc23)c([N+](=O)[O-])c1	5%
Cc1cnc2c(C)ccc(C)c2c1/C=C/c1ccc(N(C)C)cc1	-3%
O=[N+]([O-])c1ccccc1/C=C1\C=Cc2ccccc21	-29%
O=S(=O)(c1ccc(Cl)cc1)N1CCN(c2nc(-c3ccccc3)nc3ccccc23)CC1	-1%

Carrying on.
SMILES	aSyn yeast inh
C[C@]12CC[C@@H]3c4ccc(O)cc4C[C@@H](CCCCCCCCCS(=O)CCCC(F)(F)C(F)(F)F)[C@H]3[C@@H]1CC[C@@H]2O (stereo partly drawn)	3%
Cc1ccc2nc(-c3ccc(C)o3)c(Nc3ccc4c(c3)OCO4)n2c1	2%
Cc1ccc(OCCCCn2c(CCNC(=O)C3CCCCC3)nc3ccccc32)cc1	2%
CC(=O)Oc1ccc2nonc2c1OC(C)=O	0%
[N-]=[N+]=Nc1ccc(C(=O)CSC[C@H](NC(=O)CC[C@H](N)C(=O)O)C(=O)NCC(=O)O)cc1	0%
Cn1cc(/C=C/c2ccnc3ccccc23)c2ccccc21	-15%
CCOC(=O)Nc1ccc(/C=C/c2ccnc3ccccc23)cc1	-9%
O=C(Nc1ccccc1)c1ccc(-n2nncc2-c2ccccc2)cc1	8%
CC1(C)CC(=O)c2cc(C(=O)NCc3ccccc3)c(=O)[nH]c2C1	0%
O=C(Nc1cccnc1Cl)c1cnn2c1NC(=C1CC1)C=C2C(F)F	-1%
CCOC(=O)CCCC(=O)N1CCN(/[N+]([O-])=N/Oc2ccc([N+](=O)[O-])cc2[N+](=O)[O-])CC1	-84%[inhibitor]
O=C1CC(c2ccco2)CC2=C1C(c1ccncc1)n1nc(C(F)(F)F)nc1N2 (stereo not drawn)	3%
CC1(C)OC(=O)C2(Cc3ccccc3N3CCC(c4ccccc4)CC32)C(=O)O1 (stereo not drawn)	1%
CCOC(=O)c1cnc2c(cnn2CC)c1NN=C(C)C	10%
CC1OC1P(=O)(O)O (stereo not drawn)	-2%
CCNc1nc(C#N)nc(N2CCCCC2)n1	-1%
C=C1C[C@@]23CC[C@H]4[C@@](C)(CCC[C@@]4(C)C(=O)O)[C@@H]2CC[C@]1(O)C3	0%
Cc1ccc(-c2nc3cc(Cl)ccc3o2)cc1NC(=O)COc1ccccc1C	-6%
CS(=O)(=O)c1ccc(C(=O)OCC(=O)N2CCCC2)cc1[N+](=O)[O-]	-2%
O=[N+]([O-])c1ccc(/C=C2\C=Cc3ccccc32)cc1	-2%
C(=C\c1ccnc2ccccc12)/c1cc2c3c(c1)CCCN3CCC2	4%
Oc1ccc(Br)cc1C1C=C(c2ccc3c(c2)OCO3)NC(c2c(F)cccc2Cl)N1 (stereo not drawn)	-4%
O=S(=O)(N1CCN(c2nc(-c3cccs3)nc3ccccc23)CC1)C(F)(F)F	-4%
O=C(COc1ccccc1C(=O)OCC(=O)N1CCOCC1)Nc1ccc(Br)cc1	1%
N[C@H](C(=O)O)[C@H](O)C(=O)O	1%

(listing goes on)
SMILES	aSyn yeast inh
O=C(COC(=O)c1ccccc1OCCOc1ccccc1)Nc1ccc(Br)cc1	-3%
O=C(O)c1cc(=O)c2cccc(O)c2[nH]1	-9%
CN(C(=O)COc1ccccc1C(=O)Nc1ccccc1)c1ccccc1	-5%
Cc1ccc(S(=O)(=O)NNC(=O)c2ccc(C(=O)N(c3ccccc3)c3ccccc3)cc2)cc1	4%
CN(C)c1ccc(/C=C/c2nc3ccccc3s2)c(Cl)c1	-15%
O=S(=O)(c1ccc(C(F)(F)F)cc1)N1CCN(c2nc(-c3ccccc3)nc3ccccc23)CC1	4%
O=C(O)CSC1=NS(=O)(=O)c2ccccc21	8%
OB(O)c1csc2ccccc12	-21%
OC[C@H]1O[C@@H](n2cnc3c(NC4CCCCC4)ncnc32)[C@H](O)[C@@H]1O	1%
O=C(CBr)c1ccc(Oc2ccc(C(=O)C[n+]3cccc(Br)c3)cc2)cc1	5%
O=c1[nH]c(=S)c2n[nH]nc2[nH]1	?
Nc1ccc(CCNc2ncnc3c2ncn3C2OC(CO)C(O)C2O)cc1 (stereo not drawn)	-7%
Cc1csc(B(O)O)c1	4%
C[C@@H]1C(=O)NC2=Nc3cccc(Cl)c3CN21	4%
CC1(C)CC(=O)C2=C(C1)NC(Nc1nc3ccccc3o1)=NC2c1ccccc1 (stereo not drawn)	-1%
O=C(Nc1cc(Cl)cc(Cl)c1)c1cnn2c1NC(=C1CC1)C=C2C(F)F	-4%
N[C@@H](Cc1ccc(O)cc1)C(=O)NO	-4%
O=C(C[n+]1ccc(Cl)c2ccc(Cl)cc21)c1ccc(F)cc1	6%
CC(=O)O[C@H]1CC2(C)[C@@H](C[C@@H](O)[C@H]3[C@@]4(C)CC[C@@H](O)[C@@H](C)[C@@H]4CC[C@@]32C)C1=C(CCC=C(C)C)C(=O)O (stereo partly drawn)	-22%
C[C@@H](NCCCc1cccc(C(F)(F)F)c1)c1cccc2ccccc12	-16%
Cc1cnc2ccc(I)cc2c1/C=C/c1ccc(N(C)C)cc1	?
O=C(COC(=O)CNC(=O)C1CCCCC1)NC1CC1	-1%
O=C1NC(=O)/C(=C/c2ccc3c(c2)OC(F)(F)O3)S1	-39%[inhibitor]
CN(C)c1ccc(/C=C/c2ccnc3ccc(I)cc23)cc1	-1%
O=S(=O)(Nc1cccc2cccnc12)C1CC1	-5%

Further structures
SMILES	aSyn yeast inh
COc1cc([C@@H]2c3cc4c(cc3[C@H](O)[C@H]3COC(=O)[C@@H]23)OCO4)cc(OC)c1OC	2%
CC(C)NCC(O)COc1cccc2[nH]ccc12 (stereo not drawn)	-4%
CCOc1ccc(/C=C/c2ccnc3ccccc23)cc1OCC	10%
CN(CCCN(Cc1ccc(Cl)cc1)c1ccc(Br)cn1)C(=S)NCCCc1cnc[nH]1	-42%[inhibitor]
CCCN1CNc2c(c(=O)[nH]c(=S)n2CCc2cc(Cl)cc(Cl)c2)C1	-1%
Brc1cccc[n+]1Cc1ccc(C[n+]2ccccc2Br)cc1	1%
CN(C)c1ccc(C(I)C(I)c2ccnc3ccccc23)cc1 (stereo not drawn)	0%
COc1cc2nc(N3CCCN(C)CC3)nc(N(C)C)c2cc1OC	-2%

Random excerpt: 2 records from the list.
SMILES	aSyn yeast inh
Brc1cccc[n+]1Cc1ccc(C[n+]2ccccc2Br)cc1	1%
COc1ccc2[nH]c(C)c(C(=O)CNc3nccs3)c2c1	1%
